From PubChem
ROC1-CUL1 inh – inhibitors of human ROC1-CUL1 ubiquitin ligase activity; P62877+Q13616; AID 1347404; inhibition, % at 10 µM; hit rate 0.6% among 140,000; in vitro K48 di-Ub FRET, acceptor:donor ratio, 45 min; in the data active = inhibition above about 25%
Target sequence (P62877 whole entry, looked up): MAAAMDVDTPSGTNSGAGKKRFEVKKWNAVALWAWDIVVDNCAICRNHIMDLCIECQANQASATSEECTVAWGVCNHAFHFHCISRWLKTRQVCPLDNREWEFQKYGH
Target sequence (Q13616 whole entry, looked up): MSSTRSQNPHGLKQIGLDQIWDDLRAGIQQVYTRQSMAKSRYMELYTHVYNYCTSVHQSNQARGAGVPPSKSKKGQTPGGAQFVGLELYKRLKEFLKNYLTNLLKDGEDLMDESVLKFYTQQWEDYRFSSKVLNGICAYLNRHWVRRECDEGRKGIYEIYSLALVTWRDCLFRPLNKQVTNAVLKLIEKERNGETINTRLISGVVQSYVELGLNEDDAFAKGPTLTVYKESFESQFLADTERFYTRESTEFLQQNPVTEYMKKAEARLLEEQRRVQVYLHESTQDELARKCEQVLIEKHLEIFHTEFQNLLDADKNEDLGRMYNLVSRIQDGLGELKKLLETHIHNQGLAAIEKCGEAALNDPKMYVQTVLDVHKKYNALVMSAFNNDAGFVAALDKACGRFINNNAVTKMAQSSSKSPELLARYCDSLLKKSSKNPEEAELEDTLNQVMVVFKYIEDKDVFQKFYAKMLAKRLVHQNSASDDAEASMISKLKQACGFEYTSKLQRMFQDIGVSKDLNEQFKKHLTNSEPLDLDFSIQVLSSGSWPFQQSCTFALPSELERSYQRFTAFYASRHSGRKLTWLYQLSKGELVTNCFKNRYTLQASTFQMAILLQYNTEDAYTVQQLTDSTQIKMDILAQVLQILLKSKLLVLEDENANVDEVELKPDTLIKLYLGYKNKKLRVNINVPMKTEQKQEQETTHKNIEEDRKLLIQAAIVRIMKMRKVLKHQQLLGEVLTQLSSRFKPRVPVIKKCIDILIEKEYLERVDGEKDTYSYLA
An asterisk follows results filed as active. The list is partial (hit frequency here may not be typical).

SMILES	ROC1-CUL1 inh
COc1ccc(-c2cnnc(NCCOc3cccnc3)n2)cc1	0
COc1ccc(-c2cc(C(=O)NCc3ccccc3)c3c(-c4ccccc4)[nH]nc3n2)cc1	-9
CSc1nc2nc(CSc3ccccn3)cc(=O)n2[nH]1	-1
Cc1cccc(C)c1NC(=O)c1oc2ccc3c(c2c1C)C(=O)CC(C)(C)O3	4
O=C1Cc2ccccc2Sc2ccc(O)cc21	1
O=C(NCC1CCCO1)c1cc2nc(-c3ccco3)cc(C(F)(F)F)n2n1 (stereo unspecified)	3
O=C(NCC1CCCO1)c1cccc(NC(=O)c2ccccc2)c1 (stereo unspecified)	3
CCOC(=O)COc1ccc(Br)cc1C=C1C(=O)c2ccccc2C1=O	-8
Nc1nc2nc(-c3ccccc3)cc(C(F)(F)F)n2n1	1
COc1ccc(-c2nc(C)c(CCNC(=O)C(=O)Nc3ccccc3C#N)s2)cc1OC	4
COc1ccccc1CNCCSc1nnnn1C	-2
Cc1ccc(C(=O)c2coc3ccc(Br)cc3c2=O)cc1	1
Nc1cc(N)nc(SCC(=O)NCc2ccccc2)n1	-5
Cc1ccc(SC/C=N/N=C(N)N)cc1	7
CCCc1c(C(=O)N2CCOCC2)nnn1-c1ccc(C)cc1	-13
CC(=O)NC(=S)Nc1cccc(Cl)c1Cl	-1
CCOC(=O)c1cc(NC(=O)CSc2nnc(CSCc3ccccc3)n2C)ccc1Cl	5
CCN(C(=O)Cn1c(=O)n(-c2ccccc2)c(=O)c2ccc(C(=O)NCc3ccc4c(c3)OCO4)cc21)c1cccc(C)c1	0
CCc1ccc(CNC(=O)CN2C(=O)C3CCCCN3c3ccc(C(=O)N4CCCC4)cc32)cc1 (stereo unspecified)	-1
COc1ccccc1N(CC(=O)Nc1ccc(Oc2ccccc2)cc1)S(=O)(=O)c1ccccc1	7
COCCCN1C2=C(C(=O)CC(C)(C)C2)C(c2cc(Cl)ccc2OCC(=O)O)C2=C1CC(C)(C)CC2=O	-12
c1ccc2c(c1)OCC(c1csc3ncnc(N4CCCCC4)c13)O2 (stereo unspecified)	-1
CCOc1cc(C(=O)Nc2cccc(C)c2C)ccc1OCc1ccccc1	-9
O=C(CC(c1ccccc1)c1cccc(Cl)c1)NCCc1cnc[nH]1 (stereo unspecified)	0
O=C(O)c1nn2cc(Br)cnc2c1Br	-9
C=CCOc1ccc(CNn2cn[nH]c2=S)cc1OCC	-2
COc1ccc(-c2ccccc2NC(=O)C2CCCN(C3CCC3)C2)cc1 (stereo unspecified)	-4
CCOc1ccc(CCNC(=O)C2CCC(CNS(=O)(=O)c3ccc(Cl)cc3)CC2)cc1OCC (stereo unspecified)	3
O=C(C(=O)N1CCC2(CCCN(CCCc3ccccc3)C2)C1)c1ccco1 (stereo unspecified)	9
Cc1ccc(Cl)cc1N1CCN(C(=O)C(C)n2ncn3cccc3c2=O)CC1 (stereo unspecified)	3
CC(C)CC(=O)N1CCN(Cc2ccc(F)cc2Cl)CC1	-2
CCCSc1nnc(NC(=O)c2cc(=O)c3ccccc3o2)s1	2
CCc1nc2ccccc2c(=O)n1/N=C/c1ccc(Cl)cc1	-3
O=C1C2CCC(c3ccccc3)CC2C(=O)N1c1ccc(Br)cc1 (stereo unspecified)	-6
O=C(CSc1nnc(-c2ccco2)o1)Nc1nccs1	3
COc1cc(CNCCc2ccccc2)ccc1OCC(N)=O	-6
CCc1ccc(C(=O)COC(=O)c2ccccc2NC(=O)c2ccco2)cc1	-6
Cc1nnc(N2CCN(c3ccccc3F)CC2)c2c1nnn2Cc1ccc(F)cc1	0
CCc1ccc(NC(=O)N2CC(C)Oc3ccc(C)cc32)cc1 (stereo unspecified)	0
S=C1CC(c2ccco2)Sc2ccccc2N1 (stereo unspecified)	0
CCCCC(=O)OC1=C(C(=O)c2ccccc2)N(CC)S(=O)(=O)c2ccccc21	4
CCCCC(=O)N1CC(=O)Nc2ccc(F)cc2C1c1ccc(F)cc1 (stereo unspecified)	-1
COC(=O)c1c(C(=O)OC)n2ccccc2cc1=O	-3
COc1ccccc1OC(C)C(=O)NCC1(N2CCOCC2)CCCCC1 (stereo unspecified)	0
CC(C)Cc1nn2cc(-c3cccc(Br)c3)nc2s1	0
C#CCOc1ccc(C2C3=C(CCCC3=O)OC3=C2C(=O)CCC3)cc1Cl	9
COC(=O)CCSc1nc2sc3c(c2c(=O)n1Cc1ccccc1)CCC(C(C)(C)C)C3 (stereo unspecified)	2
CCc1ccc(N2C(=O)c3ccccc3NC2c2cccc([N+](=O)[O-])c2)cc1 (stereo unspecified)	-5
COc1ccccc1N1CCN(C(=O)c2ccc3c(c2)CCN3S(=O)(=O)c2ccccc2)CC1	2
COc1ccc(C2SC=C3SC(N)=NN32)cc1 (stereo unspecified)	2
COC(=O)C1CCCCN1Cc1nc(-c2ccco2)oc1C (stereo unspecified)	-11
Cc1ccc(S(=O)(=O)Nc2nc3n(n2)C(c2ccccc2Cl)CC(c2ccccc2)=N3)cc1 (stereo unspecified)	-2
COc1ccc(Cl)cc1NC(=O)CSc1cn(CC(=O)N2CCCCCC2)c2ccccc12	-1
Cc1oc2nc3c(c(=O)n(CCN4CCCCC4)c(=O)n3C)n2c1C	16
O=C(Nc1ccnn1C1CCN(CC2CC=CCC2)CC1)c1cccnc1 (stereo unspecified)	-1
CCN(C(=O)c1cn(CC)c(=O)c2cc(OC)c(OC)cc12)c1ccc(C)c(C)c1	-1
COc1ccccc1Cc1nc2ccccc2nc1SCC(=O)N1CCC(C)CC1	-7
O=C(c1cccnc1Cl)N1CCCC1	1
CC1(C)Cc2c(sc3c2c(=O)n(-c2ccccc2)c2nnc(SCC(N)=O)n32)CS1	-9
Nc1c(Cl)cnc(Cl)c1Cl	1

Following part.
SMILES	ROC1-CUL1 inh
COc1ccc(-c2nn(-c3ccc(F)cc3)c3c2cnc2cc4c(cc23)OCO4)cc1	-5
NS(=O)(=O)c1ccc(CCNS(=O)(=O)c2ccccc2)cc1	0
O=C(NC1CC1)C1CCCN(C2CCN(C(=O)Nc3ccccc3)CC2)C1 (stereo unspecified)	9
Cc1cc(-c2ccccc2)n(-c2ccc(C(=O)NC(C)C)cc2)n1	-3
N#Cc1cccc(NC(=O)c2cc3c(s2)-c2ccc(Cl)cc2SC3)c1	-5
CCc1cc(I)ccc1NC(=O)c1ccc(F)cc1	-2
CSc1ccc(-c2nnn(CC(=O)Nc3sc4c(c3C#N)CCC(C(C)(C)C)C4)n2)cc1 (stereo unspecified)	-10
C=CCn1c(C)c(C=C2C(=O)OC3(CCCCC3)OC2=O)c2ccccc21	5
Cc1nc2ccccc2c2c(NC(=O)c3ccccc3)c3ccccc3n12	4
CCOc1cc(S(=O)(=O)NC(C)c2ccccc2)ccc1Cl (stereo unspecified)	0
CC1CCN(Cn2nc(COc3ccccc3)n(C)c2=S)CC1	-10
O=C(c1ccccc1)N1N=C(c2cccc([N+](=O)[O-])c2)CC1(O)C(F)(F)F (stereo unspecified)	-8
O=S1(=O)C=Cc2ccccc2C1	1
O=C(CC1NC2CCCCC2NC1=O)Nc1ccccc1 (stereo unspecified)	3
Cc1ccc(-n2nnc(C(=O)NCC3CCCO3)c2C)cc1C (stereo unspecified)	4
Cc1cccc(C(=O)NNC(=O)c2ccccc2)c1	-10
CCOC(=O)C1=CS/C(=C\C(=S)c2ccccc2)S1	3
Cc1ccc(OCC(=O)c2ccccc2)cc1C	-2
CCOc1ccc(/C=N/NC(=O)Cn2cc(C#N)c3ccccc32)c2ccccc12	15
COCCCNC(=O)c1ccc(Cn2c(=O)c3ccccc3n(CC(=O)Nc3ccc(C)cc3C)c2=O)cc1	-4
Cc1ccc(-n2ncc(C(=O)NCCc3ccsc3)c2C2CCN(C(=O)OC(C)(C)C)CC2)cc1C	-5
Cc1ccc(/C=C/C(=O)Nc2nc(-c3ccc(C)c(C)c3)cs2)o1	-4
O=C(NCCc1ccc(F)cc1)C(=O)NCC(c1cccs1)S(=O)(=O)c1ccc(Cl)cc1 (stereo unspecified)	-1
Cc1nc2sc3c(c2c(=S)[nH]1)CCC3	7
COc1ccc(N2CCN(C(=O)CCn3c(=O)c4cccn4c4cccnc43)CC2)cc1	2
O=C(CN1CCN(c2ccccn2)CC1)Nc1ccc(SCc2ccc(Cl)cc2Cl)cc1	0
COc1ccc(S(=O)(=O)N2CCN(C(=O)c3cccc(C)c3)CC2)cc1	2
CCOC(=O)c1ccc(NC2SC(=O)N(Cc3cccc(C(=O)O)c3)C2=O)cc1 (stereo unspecified)	11
COC(=O)CN=CCC(=O)c1ccc(Cl)c(Cl)c1	4
CC(C)c1ccc(OCc2nnc(SCC(=O)Nc3cccc(C(F)(F)F)c3)o2)cc1	7
COc1ccc(OCCSc2nnc(-c3cccs3)n2C)cc1	-1
CCOc1cc(/C=C2\SC(=O)N(c3ccc(Cl)cc3)C2=O)cc(Br)c1OCC	7
Cc1ccc(NC(=O)c2ccc(N3CCOCC3)cc2)cc1C	16
COC(=O)c1c(-c2ccccc2)csc1NC(=O)CN(C)C	4
O=C(c1ccc(CSc2nc3ccncc3n2Cc2ccccc2F)cc1)N1CCCCC1	-6
Cc1cc(C(=S)N2CCOCC2)c(C)n1-c1ccc(OS(=O)(=O)c2ccc(Br)cc2)cc1	-13
COc1ccc(NC(=O)CC2C(=O)N(c3cccc(OC)c3)C(=O)N2Cc2cccnc2)cc1 (stereo unspecified)	-1
C=CCn1c(=O)c2c(nc3n(C4CCCCC4)c(C)c(C)n23)n(C)c1=O	-2
C=CCNc1ncnc2sc(C(=O)NCC3CC3)c(C)c12	9
Cc1ccc(-c2nc3cc(NC(=O)c4cc(Br)ccc4Cl)ccc3o2)cc1	-4
Cn1nccc1C(=O)NC1CC(C)(C)Cc2nc(N3CCOCC3)ncc21 (stereo unspecified)	7
CCCCCc1ccc(-c2ccc(-c3ccc(C#N)cc3)cc2)nc1	4
CC1CCN(C(=O)c2cnn(-c3ccc(Cl)cc3)c2C2CCN(C(=O)OC(C)(C)C)CC2)CC1	-17
CCn1cc(/C=N/NC(=O)c2ccc(C#N)cc2F)c2ccccc21	10
CC1=NN(CCC(C)C)c2nc3c(c(=O)n(C)c(=O)n3C)n2C1C (stereo unspecified)	-3
Cc1nc(N2CCCC(NCc3cccc(F)c3F)CC2)nc2ccc(F)cc12 (stereo unspecified)	5
Cc1cc(SC(C)C(=O)NC2CCCCC2)nc2ccccc12 (stereo unspecified)	1
CCC(C)Cn1c(/C=C/c2ccccc2)nc2ccccc21 (stereo unspecified)	-2
CC1CC=C2C(C1)C(c1ccccc1Cl)C(C#N)C(=N)C2(C#N)C#N (stereo unspecified)	-3
O=C(NC1(C(F)(F)F)N=C(c2ccccc2)N(Cc2ccccc2)C1=O)c1ccc(F)cc1 (stereo unspecified)	-14
CCOC(=O)c1sc(C)c2c1NC1(CCCCCC1)NC2=O	-13
Cc1c(C#N)c2nc3c(c(-c4ccccc4)c2n1-c1ccccc1)CCC3	4
Cc1ccc(NC(=O)CCC(=O)NNC(=O)c2ccccc2)c(C)c1	-7
Oc1oc(-c2ccccc2)nc1N=Nc1ccccc1	0
CCN(CC)C(=O)CN1C(=O)C2(NC(Cc3c[nH]c4ccccc34)C3C(=O)N(Cc4ccccc4)C(=O)C32)c2ccccc21 (stereo unspecified)	-4
CCc1ccccc1NC(=O)C1CCN(c2cnccn2)CC1	0
Cn1c(=O)c2sccc2n2c(CCCC(=O)Nc3ccc(F)c(F)c3)nnc12	-5
CCCCC(=O)Nc1sc2c(c1C(=O)OCC)CCC/C2=N\O	9
CCn1nnc2cc(C(=O)Nc3cccc(Cl)c3C)ccc21	-7
O=C(O)CC(Sc1ncn[nH]1)c1ccc(Cl)cc1 (stereo unspecified)	7

Two entries from above, as a markdown table:
| mol | ROC1-CUL1 inh |
| --- | --- |
| Cc1ccc(-n2nnc(C(=O)NCC3CCCO3)c2C)cc1C (stereo unspecified) | 4 |
| O=C(NC1(C(F)(F)F)N=C(c2ccccc2)N(Cc2ccccc2)C1=O)c1ccc(F)cc1 (stereo unspecified) | -14 |

(list continues)
SMILES	ROC1-CUL1 inh
Cc1cc(Cl)c(C#Cc2ccccc2)c(=O)o1	5
O=C(O)c1ccc(SCc2ccccc2)nc1	-9
CC(C)(C)c1ccc(C2=C(C#N)C(=O)N(N)C(=N)C2C#N)s1 (stereo unspecified)	8
CC(C)CC(C(=O)Nc1nc(-c2ccc(Br)cc2)cs1)N1C(=O)c2ccccc2C1=O (stereo unspecified)	-7
COC(=O)c1ccc(Cn2nnc3c(=O)[nH]c(C4CCCN(S(=O)(=O)c5ccccc5)C4)nc32)cc1 (stereo unspecified)	-4
CCCCN(CCCC)c1ccc(/C=C2\SC(=N)NC2=O)cc1	13
CC1(C)CC(=O)C2=C(C1)OC(=N)C(C#N)C2c1ccccc1Cl (stereo unspecified)	4

Of the compounds above, these contain fluorine.
SMILES	ROC1-CUL1 inh
O=C(NCC1CCCO1)c1cc2nc(-c3ccco3)cc(C(F)(F)F)n2n1 (stereo unspecified)	3
Nc1nc2nc(-c3ccccc3)cc(C(F)(F)F)n2n1	1
CC(C)CC(=O)N1CCN(Cc2ccc(F)cc2Cl)CC1	-2
Cc1nnc(N2CCN(c3ccccc3F)CC2)c2c1nnn2Cc1ccc(F)cc1	0
CCCCC(=O)N1CC(=O)Nc2ccc(F)cc2C1c1ccc(F)cc1 (stereo unspecified)	-1
COc1ccc(-c2nn(-c3ccc(F)cc3)c3c2cnc2cc4c(cc23)OCO4)cc1	-5
CCc1cc(I)ccc1NC(=O)c1ccc(F)cc1	-2
O=C(c1ccccc1)N1N=C(c2cccc([N+](=O)[O-])c2)CC1(O)C(F)(F)F (stereo unspecified)	-8
O=C(NCCc1ccc(F)cc1)C(=O)NCC(c1cccs1)S(=O)(=O)c1ccc(Cl)cc1 (stereo unspecified)	-1
CC(C)c1ccc(OCc2nnc(SCC(=O)Nc3cccc(C(F)(F)F)c3)o2)cc1	7
O=C(c1ccc(CSc2nc3ccncc3n2Cc2ccccc2F)cc1)N1CCCCC1	-6
CCn1cc(/C=N/NC(=O)c2ccc(C#N)cc2F)c2ccccc21	10
Cc1nc(N2CCCC(NCc3cccc(F)c3F)CC2)nc2ccc(F)cc12 (stereo unspecified)	5
O=C(NC1(C(F)(F)F)N=C(c2ccccc2)N(Cc2ccccc2)C1=O)c1ccc(F)cc1 (stereo unspecified)	-14
Cn1c(=O)c2sccc2n2c(CCCC(=O)Nc3ccc(F)c(F)c3)nnc12	-5
